Screening results from PubChem.
HIV fusion peptide: cell-free HIV fusion peptide-binding blockers – biochemical, uHTS, fluorescence dequenching, primary screen (AID 1986); cell-free peptide binding, fluorescence dequenching, 30 min; higher % means a stronger effect; inhibition, % at 20 µM, or IC50 in µM where a hit was titrated; actives 0.3% (n = 290,000); in the data active = inhibition mostly above about 52%, no sharp cut-off; inactive = mostly below about 76%; also: some results filed as inactive read as strong as hits
HEK293 NOD2/NF-kB: NOD2 signaling inhibitors, cell-based, luminescence, uHTS, HEK293 (AID 1566). inhibition, % at 4 µM, or EC50 in µM where a hit was titrated. actives 0.63% (n = 290,000). HEK293 NOD2/NF-kB luciferase reporter, luminescence; higher % means a stronger effect; also: many of its hits are not listed in these tables
KOR beta-arrestin-1: kappa opioid receptor blockers – cell-based, luminescence, uHTS (AID 1778); KOR beta-arrestin recruitment, luminescence, antagonist mode; higher % means a stronger effect; inhibition, % at 10 µM; hits with a dose series show IC50 in µM; actives 0.091% (n = 290,000); also: strong numbers were not always called active
GPR55 LPI antagonism: GPR55 antagonists blocking LPI-driven arrestin recruitment, primary screen, imaging, U2OS, beta-arrestin-GFP, LPI agonist (AID 2013). U2OS GPR55 beta-arrestin-GFP translocation imaging, LPI antagonism; higher % means a stronger effect. one-dose inhibition, % at 10 µM; IC50 in µM for titrated hits. actives 0.13% (n = 290,000);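 active = spots per cell inhibited over 60%, with over 100 cells counted and total cytoplasm intensity under 500,000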;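 also: U2OS cells stably carrying GPR55 and arrestin-GFP stimulated by 5 µM LPI near EC80; imaged beta-arrestin-GFP aggregate spots per cell after agonist stimulation; plate controls were LPI-stimulated DMSO wells for no effect and DMSO wells without LPI for full effect; some results filed as inactive read as strong as hits; confirmed hits need IC50 under 10 µM and bright autofluorescent wells are also inconclusive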
NOD1 inhibition: NOD1 signaling inhibitors, primary screen, cell-based, luminescence, uHTS (AID 1578); inhibition, % at 4 µM; hits with a dose series show EC50 in µM; NOD1-driven NF-kB luciferase reporter cells, luminescence; higher % means a stronger effect; actives 1% (n = 290,000); in the data active = inhibition mostly above about 36%, no sharp cut-off; inactive = mostly below about 34%;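 also: HEK-293T reporter cells stimulated with the NOD1 agonist gamma-tri-DAP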
Myeloid diff 2: promotes myeloid progenitor differentiation; ER-HoxA9 myeloid progenitors, lysozyme-GFP differentiation, flow cytometry; calls only at 10 µM; actives 1% (n = 360,000); AID 624256;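 active = normalized GFP-positive differentiation at or above the plate's own cutoff, the solvent-only control mean plus 3 SD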;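 also: cells exposed to compound for four days before flow analysis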
GPR35 arrestin U2OS: inhibition of zaprinast-stimulated GPR35 beta-arrestin translocation – imaging, U2OS, beta-arrestin-GFP, zaprinast agonist, primary screen (AID 2058); U2OS GPR35 beta-arrestin-GFP translocation imaging, zaprinast antagonism; higher % means a stronger effect; inhibition, % at 10 µM; hits with a dose series show IC50 in µM; actives 0.052% (n = 290,000);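 active = inhibition of at least 50% with at least 30 cells and total cytoplasm GFP at most 10,000,000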
GPR55 activation: selective activators of receptor GPR55 – imaging, U2OS cells, beta-arrestin-GFP redistribution, primary screen (AID 1961); U2OS GPR55 beta-arrestin-GFP redistribution imaging; higher % means a stronger effect; one-dose activation, % at 10 µM; EC50 in µM for titrated hits; actives 0.048% (n = 290,000);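 active = activation above 40% with more than 50 cells counted in the well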;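 also: U2OS osteosarcoma cells stably expressing GPR55 and beta-arrestin-GFP; plate controls were DMSO negative control for no effect and LPI positive control for full effect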
KOR beta-arrestin-2: KOR agonists, beta-arrestin recruitment, primary screen, cell-based, luminescence, uHTS (AID 1777); KOR beta-arrestin recruitment, luminescence; higher % means a stronger effect; actives 0.02% (n = 280,000); one-dose activation, % at 10 µM; EC50 in µM for titrated hits; in the data active = activation above about 50%, passing the limit was not always enough; also: a part of the inactive calls stands beside numbers as strong as those of hits
Myeloid diff 2 GFP+ MAC1+ %: also measured in Myeloid diff 2; calls as there; GFP+ MAC1+ double positive, %; measured here: differentiation confirmed by MAC1 staining
Active calls of the source: *; i = inactive; / = no result given; [ ] = remark or other dose. Rule as the data show it, unless noted: active = inhibition above about 50%; inactive = the rest. The list is partial; the hit share may differ from the screen's.

SMILES	HIV fusion peptide	HEK293 NOD2/NF-kB	KOR beta-arrestin-1	GPR55 LPI antagonism	NOD1 inhibition	Myeloid diff 2	Myeloid diff 2 GFP+ MAC1+ %	GPR35 arrestin U2OS	GPR55 activation	KOR beta-arrestin-2
Cc1nn(CC(=O)Nc2ccc(C(=O)N3CCCC3)cc2)c(=O)c2ccccc12	-1.9%	8%	14%	-2%	-23%	i	1.3	-2%	-0.1%	-5.8%
COCC(C)N1CCC(n2nccc2NC(=O)c2ccccc2Cl)CC1 (stereo unspecified)	1.3%	-4%	-28%	4%	-27%	i	0.8	3%	-0.1%	12%
O=c1cc(CO)oc(CN2CCN(CCO)CC2)c1O	1.6%	4%	-21%	-10%	-4%	i	1.4	27%	0.3%	6.1%
N#CCC(=O)NNc1c([N+](=O)[O-])cc(C(F)(F)F)cc1[N+](=O)[O-]	-2.8%	16%	44%	13%	-6%	i	1.2	38%	-0.1%	-3.9%
CC(C)(C)NC(=O)C(c1ccc(O)cc1)N(Cc1ccco1)C(=O)Cn1nnc(-c2cccs2)n1 (stereo unspecified)	2.9%	4%	4%	14%	-17%	i	2.4	-10%	1.1%	-6.3%
Cc1ccsc1/C=N/N1CCN(Cc2ccccc2)CC1	-2.1%	-23%	-1%	9%	-40%	i	0.2	-8%	-0.1%	-4.0%
Cc1ccc(-c2nnc3cccc(Cl)n23)cc1	-1.9%	12%	11%	3%	-16%	i	0.0	-15%	0.7%	-3.1%
O=[N+]([O-])c1ccc(O)c(/C=N/n2c(-c3ccccc3)n[nH]c2=S)c1	7.9%	-1%	-6%[20 µM]	1%	-10%	i	0.9	3%	0.2%	-3.3%
COc1cc(-c2noc(CCC(=O)NC3CCCC3)n2)cc(OC)c1OC	1.6%	10%	11%	-3%	-29%	i	0.7	2%	-0.2%	2.9%
COc1ccc(N(CC(=O)Nc2ccc(OC)c(Cl)c2)S(=O)(=O)c2c(C)noc2C)cc1	1.1%	14%	11%	7%	4%	i	2.5	10%	-0.4%	-1.4%
COc1ccc(NS(=O)(=O)c2ccc3c(c2)OCCO3)cc1OC	0.7%	52%*	-45%	-5%	34%	i	3.7	-3%	0.0%	2.1%
COc1ccc(-n2c(=O)c(CCC(=O)N(C)Cc3ccccc3C)nc3ccccc32)cc1	-1.9%	0%	5%	0%	-8%	i	1.2	-15%	0.2%	0.7%
O=C(O)CC1NC(=O)N(c2ccc(Cl)cc2)C1=O (stereo unspecified)	-1.6%	5%	30%	0%	-12%	i	0.6	2%	-0.1%	-0.4%
Cc1cc(C)cc(-n2c(O)c(C=NC3CCS(=O)(=O)C3)c3ccccc3c2=O)c1 (stereo unspecified)	6.7%	-2%	12%	15%	16%	i	10	-12%	0.1%	2.5%
COc1ccc(-c2cc(C(=O)NCCCn3ccnc3)no2)cc1OC	-1.5%	13%	11%	-11%	-14%	i	0.7	-13%	-0.1%	-10%
FC(F)(F)c1nnc2sc(-c3ccco3)nn12	0.2%	-3%	-13%	-12%	-4%	i	0.6	-11%	0.2%	-1.3%
CC(NC(=O)c1ccco1)C(c1cccs1)N1CCOCC1 (stereo unspecified)	1.1%	21%	2%	16%	7%	i	3.4	3%	0.7%	5.5%
CN(C)c1ccc(-c2noc(C3CCN(S(=O)(=O)c4cccc(Cl)c4)CC3)n2)cc1	-2.4%	/	-39%	5%	/	i	0.9	6%	-0.1%	2.6%
COc1cccc(NC(=O)c2ccc(NCCCN3CC(C)CC(C)C3)c([N+](=O)[O-])c2)c1 (stereo unspecified)	-1.5%	6%	-27%	19%	-26%	i	0.3	3%	1.3%	1.5%
Cc1nnc(SCC(=O)NC(C)(C)C)n1C1CCCCC1	-2.3%	-8%	-28%	1%	-47%	i	0.0	-5%	-0.2%	-0.1%
CS(=O)(=O)N1CCCC(C(=O)N2CCc3ccccc3C2)C1 (stereo unspecified)	-2.6%	-5%	-28%	10%	0%	i	1.7	9%	0.0%	4.5%
COc1ccccc1CCc1nnc(CCC(=O)NCC[C@@H]2C[C@@H]3C=C[C@H]2C3)o1	-1.1%	-8%	1%[20 µM]	14%	-13%	i	0.2	7%	-0.1%	/
COc1ccc(-c2cc(C(=O)OCC(=O)N(C)C3CCS(=O)(=O)C3)c3ccccc3n2)cc1OC (stereo unspecified)	1.9%	6%	24%	16%	-31%	i	0.2	-18%	0.4%	-1.4%
Cc1ccc(C)c(NC(=O)C(c2ccccc2)N2CCOCC2)c1 (stereo unspecified)	1.1%	17%	6%	-6%	-2%	i	0.6	15%	-0.1%	-4.7%
O=C(c1cc2c(s1)CCCC2)N1CCN(Cc2ccc3c(c2)OCO3)CC1	-0.7%	17%	9%	2%	2%	i	1.0	-4%	0.1%	6.1%
O=C(O)c1ccccc1N1C(=O)C2C3c4ccccc4C(Br)(c4ccccc43)C2C1=O (stereo unspecified)	1.1%	11%	-3%	0%	-1%	i	0.2	2%	-0.2%	3.8%
COCCNC(=O)c1cnn2c(C(F)F)cc(-c3ccccc3)nc12	-1.5%	-15%	-28%[20 µM]	4%	13%	i	0.3	6%	-0.1%	-1.5%
CSc1ncccc1C(=O)NC1CCCc2c1cnn2-c1ccc(C)c(C)c1 (stereo unspecified)	1.4%	8%	-48%	4%	23%	i	1.3	6%	0.9%	5.9%
NC(Cc1ccccc1)C(=O)N1CCCCC1 (stereo unspecified)	-0.7%	-2%	-49%	2%	-2%	i	0.0	0%	-0.1%	2.6%
O=C(Nc1ccc(F)cc1F)N1CCN(CCc2ccccc2)CC1	-0.3%	-2%	15%	11%	0%	i	0.3	17%	-0.2%	1.6%
Cc1c(Br)c([N+](=O)[O-])nn1CC(=O)NCc1ccccn1	-2.7%	-1%	-58%	-8%	0%	i	2.4	-1%	0.1%	2.3%
COc1ccc(S(=O)(=O)N2CCSC2c2ccc(N)cc2)cc1 (stereo unspecified)	0.6%	-8%	-4%	4%	17%	i	10	6%	-0.2%	6.5%
FCCCOc1ccc(CN2CCN(c3ccccc3F)CC2)cc1	-0.2%	9%	-3%[20 µM]	4%	-27%	i	0.4	4%	-0.1%	-4.0%
O=C(O)c1cccc(S(=O)(=O)N2CCOCC2)c1	-1.0%	0%	37%	-1%	-17%	i	6.3	16%	-0.1%	-1.7%
O=C(Nc1ccccc1)c1ccc2nc(-c3ccco3)c(-c3ccco3)nc2c1	41%	15%	-15%	-5%	23%	i	0.8	0%	-0.2%	-2.4%
Cc1noc(C)c1S(=O)(=O)Nc1ccc(C(=O)N2CCC(C)CC2)cc1	0.3%	17%	-11%	5%	-14%	/	/	1%	0.1%	2.7%
COC(=O)[C@H](C)NC(=O)NCc1ccc(F)cc1	-0.9%	-17%	43%	6%	-21%	i	13	-15%	-0.1%	2.8%
Cc1ccc(Cn2c(=O)cc(C(=O)O)c3ccccc32)cc1	1.3%	16%	-4%	21%	-3%	i	7.8	9%	-0.4%	-2.4%
COc1ccc2[nH]c(=O)c(CNc3ccc(C)c(C)c3)cc2c1	1.1%	-24%	34%	16%	23%	i	1.4	-14%	-0.2%	-6.2%
CC1=NNC(=O)C1CCC(=O)N/N=C\c1ccccc1[N+](=O)[O-] (stereo unspecified)	-1.2%	-4%	-15%	-15%	1%	i	12	3%	-0.1%	7.0%
CS(=O)(=O)c1nncn1-c1ccccc1	3.5%	0%	11%	2%	-31%	i	1.5	-8%	0.1%	10%
COc1ccccc1NC(=O)c1ccccc1C(=O)O	-1.1%	7%	1%[20 µM]	-23%	-40%	i	0.1	-1%	0.2%	/
O=S1(=O)N=C(SCCO)c2ccccc21	0.9%	1%	10%	6%	0%	i	0.5	20%	-0.2%	4.4%
COc1ccc(NCCC(O)c2ccc(Cl)cc2)cc1 (stereo unspecified)	-1.8%	-16%	-28%	-12%	-12%	i	0.4	15%	0.0%	-2.8%
C=CCn1c(=N)c(C(=O)NCCCOC)cc2c(=O)n3cccc(C)c3nc21	2.4%	3%	-7%	8%	-6%	i	2.6	-2%	-0.1%	-4.6%
CCOc1cc(/C=N/NC(=O)c2cccnc2)ccc1OCc1ccc(C(=O)OC)o1	-0.6%	0%	2%	3%	-34%	i	0.5	-4%	0.3%	-0.6%
O=C(Cc1c(F)cccc1Cl)NCc1cccnc1	-1.4%	5%	5%[20 µM]	-9%	-30%	i	1.6	-3%	1.7%	-8.9%
CC1CCCN(CCCNC(=O)c2ccc(CS(=O)(=O)c3c(Cl)cccc3Cl)o2)C1 (stereo unspecified)	-0.9%	13%	-31%	-4%	-12%	i	2.1	1%	0.0%	11%
COc1ccc(C)cc1NC(=O)CN(c1ccc(F)cc1)S(C)(=O)=O	9.6%	13%	-5%	-1%	-19%	i	0.5	15%	0.8%	0.8%
O=C(/C=C/c1ccccc1)NCCSCc1ccccc1	-0.5%	-11%	-29%	3%	37%	i	0.5	16%	-0.5%	1.3%
CC(C)(CC(=O)O)CC(=O)NCc1c(Cl)cccc1Sc1ccc(Cl)cc1	0.7%	1%	5%	2%	-6%	i	0.3	8%	-0.2%	-4.2%
CC(/C=N/NC(=O)c1cc(-c2ccc(C)o2)[nH]n1)=C\c1ccccc1	1.1%	15%	3%	1%	-6%	i	0.1	-9%	-0.2%	-2.2%
CSc1ccc(C(=O)C2CCCN(C(=O)c3ccc4c(c3)no[n+]4[O-])C2)cc1 (stereo unspecified)	-3.0%	-28%	8%	-9%	-2%	i	0.4	1%	0.0%	7.0%
COc1cc(OC)cc(C(=O)NC2CC3CCC(C2)N3Cc2ccco2)c1 (stereo unspecified)	1.3%	3%	3%	17%	0%	i	1.0	-12%	0.3%	6.9%
O=C(CN1CCN(Cc2ccc3c(c2)OCO3)CC1)NCC(F)(F)F	-0.6%	-5%	-40%	3%	-46%	i	0.6	-6%	-0.2%	5.0%
CCOC(=O)N1CCC(NC(=O)CSCc2nc(-c3ccc(OC)cc3)oc2C)CC1	2.3%	3%	0%	12%	-2%	i	1.9	7%	0.2%	-0.2%

Looked up by compound from above, 3 records:
SMILES	HIV fusion peptide	HEK293 NOD2/NF-kB	KOR beta-arrestin-1	GPR55 LPI antagonism	NOD1 inhibition	Myeloid diff 2	Myeloid diff 2 GFP+ MAC1+ %	GPR35 arrestin U2OS	GPR55 activation	KOR beta-arrestin-2
COc1ccc(N(CC(=O)Nc2ccc(OC)c(Cl)c2)S(=O)(=O)c2c(C)noc2C)cc1	1.1%	14%	11%	7%	4%	i	2.5	10%	-0.4%	-1.4%
FCCCOc1ccc(CN2CCN(c3ccccc3F)CC2)cc1	-0.2%	9%	-3%[20 µM]	4%	-27%	i	0.4	4%	-0.1%	-4.0%
COc1ccc2[nH]c(=O)c(CNc3ccc(C)c(C)c3)cc2c1	1.1%	-24%	34%	16%	23%	i	1.4	-14%	-0.2%	-6.2%
